# NTR1 agonist = agonists of NTR1, primary screen, imaging, U2OS cells, beta-arrestin-GFP, high content (AID 493036); 0.17% of 330,000 active; P30989; activation, % at 20 µM; NTR1-U2OS beta-arrestin-GFP spot imaging, agonist mode;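 active = activation at or above 40% of the spot to cytoplasm intensity ratio, with at least 20 cells analyzed; inconclusive = wells under 20 cells, flagged as cytotoxic or low count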;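 also: 0% = DMSO without peptide and 100% = 100 nM NTR1 peptide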
# Target sequence (P30989 whole entry, looked up): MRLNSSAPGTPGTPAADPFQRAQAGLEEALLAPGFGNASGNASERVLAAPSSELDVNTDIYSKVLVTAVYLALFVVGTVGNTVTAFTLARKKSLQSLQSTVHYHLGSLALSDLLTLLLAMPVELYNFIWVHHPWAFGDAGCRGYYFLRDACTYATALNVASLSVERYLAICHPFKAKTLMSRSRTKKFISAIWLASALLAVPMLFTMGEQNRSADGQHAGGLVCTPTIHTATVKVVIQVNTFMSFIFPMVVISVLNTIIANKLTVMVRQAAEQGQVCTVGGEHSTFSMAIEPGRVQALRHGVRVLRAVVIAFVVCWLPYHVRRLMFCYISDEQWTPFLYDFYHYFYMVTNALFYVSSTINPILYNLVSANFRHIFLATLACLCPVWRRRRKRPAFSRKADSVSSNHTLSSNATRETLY
# GPR35 arrestin U2OS = inhibition of zaprinast-stimulated GPR35 beta-arrestin translocation – imaging, U2OS, beta-arrestin-GFP, zaprinast agonist, primary screen (AID 2058); inhibition, % at 10 µM, or IC50 in µM where a hit was titrated; 0.052% of 290,000 active; U2OS GPR35 beta-arrestin-GFP translocation imaging, zaprinast antagonism; higher % means a stronger effect;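 active = inhibition of at least 50% with at least 30 cells and total cytoplasm GFP at most 10,000,000; inconclusive = under 30 cells or total GFP of 10,000,000 plus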
# Yfh1-depleted yeast = mitochondrial function rescue without frataxin homolog – Friedreich's ataxia, plus single-dose screen, dose response (AID 1465); S. cerevisiae Yfh1-off respiration, WST-1 reduction, 72 h; higher fold induction means a stronger effect; one-dose fold induction at 50 µM; EC50 in µM for titrated hits; 0.074% of 220,000 active;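 active = fold induction of absorbance versus untreated yeast above a set limit, then at least 30% activation at any dose in follow-up; inconclusive = repeats straddling the limit, or above it without dose testing; inactive = fold induction below the set limit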;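 also: activators that raise dye reduction in frataxin-depleted yeast; strong numbers were not always called active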
# AID2073 = inhibitors of Mint1-CaV2.2 protein interaction, biochemical, HTRF (AID 2073) | HTRF protein-protein interaction, Mint1-CaV2.2; higher % means a stronger effect | inhibition, % at 20 µM, or IC50 in µM where a hit was titrated | 0.19% of 290,000 active; in the data active = inhibition mostly above about 51%, no sharp cut-off; inconclusive = no clear call, values can overlap the other calls; inactive = mostly below about 53%; also: some results filed as inactive read as strong as hits
# MgcRacGAP inhibition = MgcRacGAP GTPase-activating activity inhibitors, confirmation, biochemical, ADP Hunter fluorescence; MgcRacGAP-stimulated Rac1 GTP hydrolysis, ADP Hunter fluorescence; higher % means a stronger effect; GST-tagged Rac1 F28L mutant substrate; one-dose inhibition, % at 30 µM; IC50 in µM for titrated hits; 0.6% of 340,000 active; AID 624330;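 active = first-screen hits whose inhibition reached a set limit at any dose in the follow-up dose series; inconclusive = inhibition above the set first-screen limit but never retested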;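 also: fluorescence reports GDP produced by GAP-driven GTP hydrolysis; strong numbers were not always called active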
# GPR55 activation = GPR55 agonists via beta-arrestin recruitment, primary screen, imaging, U2OS cells, beta-arrestin-GFP redistribution (AID 1961); activation, % at 10 µM, or EC50 in µM where a hit was titrated; U2OS GPR55 beta-arrestin-GFP redistribution imaging; higher % means a stronger effect; 0.048% of 290,000 active;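 active = activation above 40% with more than 50 cells counted in the well; inconclusive = wells holding fewer than 50 cells, flagged as toxic or sparse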;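 also: U2OS osteosarcoma cells stably expressing GPR55 and beta-arrestin-GFP; plate controls were DMSO negative control for no effect and LPI positive control for full effect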
# GPR55 LPI antagonism = inhibition of LPI-stimulated GPR55 beta-arrestin translocation – imaging, U2OS, beta-arrestin-GFP, LPI agonist, primary screen (AID 2013) | 0.13% of 290,000 active | U2OS GPR55 beta-arrestin-GFP translocation imaging, LPI antagonism; higher % means a stronger effect | inhibition, % at 10 µM, or IC50 in µM where a hit was titrated;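 active = spots per cell inhibited over 60%, with over 100 cells counted and total cytoplasm intensity under 500,000; inconclusive = wells with under 100 cells, flagged as likely toxic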;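 also: U2OS cells stably carrying GPR55 and arrestin-GFP stimulated by 5 µM LPI near EC80; imaged beta-arrestin-GFP aggregate spots per cell after agonist stimulation; plate controls were LPI-stimulated DMSO wells for no effect and DMSO wells without LPI for full effect; some results filed as inactive read as strong as hits; confirmed hits need IC50 under 10 µM and bright autofluorescent wells are also inconclusive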
# SV40 large T antigen = SV40 large T antigen inhibitors, biochemical (AID 1903); 0.39% of 310,000 active; SV40 large T antigen ATPase/helicase inhibition assay; higher % means a stronger effect; inhibition, % at 20 µM, or IC50 in µM where a hit was titrated; in the data active = a potency from the dose series; inconclusive = inhibition mostly from about 32% at the one dose, without a potency; inactive = the rest, 99 in 100 with inhibition below about 32%; also: strong numbers were not always called active
# Dengue-2 NS5 capping = Dengue-2 NS5 methyltransferase inhibitors, primary screen, biochemical, confirmation dose response (AID 588689). inhibition, % at 25 µM, or IC50 in µM where a hit was titrated. 0.3% of 340,000 active. Dengue-2 NS5 methyltransferase capping enzyme assay, biochemical; higher % means a stronger effect; in the data active = a potency from the dose series; inconclusive = inhibition above about 29% without an active follow-up result
# NTR1 agonist cell count 20 µM = second read-out of NTR1 agonist, no call of its own (marks repeat the call); cell count; measured here: cell count, cytotoxicity flag
# Active calls of the source: *; i = inactive; ? = inconclusive; · = no result given.
SMILES,NTR1 agonist,NTR1 agonist cell count 20 µM,GPR35 arrestin U2OS,Yfh1-depleted yeast,AID2073,MgcRacGAP inhibition,GPR55 activation,GPR55 LPI antagonism,SV40 large T antigen,Dengue-2 NS5 capping
COC(=O)CN1C(=O)N/C(=C/c2ccc(C)o2)C1=O,0.0,69,-14%,i,66%,4%,-0.2%,11%,9%,-4%
O=C(C1CCCN1S(=O)(=O)c1cccc2cccnc12)N1CCc2ccccc2C1 (stereo unspecified),-2.5,52,14%,i,1%,0%,0.4%,-3%,16%,3%
O=C(CSc1nnc(-c2ccc(F)cc2)o1)N1CCCCC1,0.6,48,-9%,·,0%,6%,0.2%,-6%,6%,-4%
CC(=O)/C(C[N+]1(C)CCCCC1)=N\O,1.1,42,5%,i,-4%,4%,-0.2%,-8%,15%,-3%
COc1cccc(CN2CCNC(=O)C2CC(=O)NCC2CCOCC2)c1 (stereo unspecified),-0.2,56,13%,·,4%,8%,0.2%,-3%,3%,10%
O=C(O)c1cc(-c2cccc(Cl)c2)nc2nc(N3CCCCC3)sc12,2.8,38,-16%,i,-2%,12%,-0.4%,6%,3%,4%
CC1(C)CC(=O)C/C(=N/NC(=O)C2CCN(S(=O)(=O)c3cccs3)CC2)C1,-0.6,74,0%,i,7%,6%,0.9%,10%,6%,-7%
CCCCn1c(N)c(N(CCOC)C(=O)CSc2n[nH]c(-c3ccc(C)cc3)n2)c(=O)[nH]c1=O,1.6,85,·,·,·,7%,·,·,22%,-5%
COc1cccc(CNC(=O)Cn2ccc3cc(S(=O)(=O)N4CCCC4)ccc32)c1,-0.7,60,-6%,·,12%,2%,-0.1%,-8%,8%,0%
Cc1ccc(C(=O)NCCc2nnc3ccc(SCC(=O)N4CCCC4)nn23)cc1,-0.4,64,-2%,·,8%,6%,-0.2%,2%,3%,-6%
CCCn1nnnc1NCc1ccccc1OCC,0.7,57,16%,·,-9%,2%,0.5%,10%,6%,-2%
Cc1cc(C)n(-c2ccc(C(=O)OCC(=O)Nc3ccc(S(=O)(=O)N4CCCCC4)cc3)cc2)n1,0.6,38,-13%,i,8%,14%,-0.1%,1%,8%,-5%
O=C(OCC(=O)N1CCCC1)c1ccc(NS(=O)(=O)c2cccs2)cc1O,0.7,54,-9%,i,-7%,8%,0.0%,-8%,19%,-7%
CN(C)c1ccc(C2(c3ccc(N(C)C)cc3)OC(=O)c3cc(N)ccc32)cc1,3.0,66,-12%,·,-12%,-7%,0.0%,6%,0%,-1%
CCOc1ccc(/C=N/NC(=O)Cn2ccnc2C)cc1,-0.6,55,5%,i,-12%,10%,-0.3%,1%,12%,-2%
CCOC(=O)/C(=C/c1cn(C)c2ccccc12)NC(=O)c1ccccc1,0.7,48,-5%,i,-13%,4%,0.2%,8%,7%,-4%
Cc1ccnc2nc(C(=O)Nc3cc(Cl)ccc3N3CCOCC3)nn12,2.8,29,5%,i,1%,6%,-0.1%,10%,4%,-5%
COc1ccccc1N1CCN(S(=O)(=O)CCNC(=O)c2ccc(Br)o2)CC1,2.1,49,17%,·,33%,6%,-0.3%,-1%,3%,7%
COc1cc(-c2cc(=O)c3c(O)c(OC)c(OC)c(OC)c3o2)cc(OC)c1OC,2.5,88,2%,i,-3%,2%,0.6%,-9%,1%,-6%
CN(C1CCCCC1)S(=O)(=O)c1ccc(S(=O)(=O)N2CCN(C(=O)c3ccccc3F)CC2)cc1,1.0,79,9%,i,5%,-4%,-0.1%,-1%,14%,-6%
O=C(COC(=O)c1cc(=O)[nH]c2ccc(Br)cc12)c1ccccc1,-0.7,48,-6%,i,15%,10%,0.9%,8%,-9%,-1%
CCOc1ccc(NC(=O)CSc2nc3c(c(=O)n2-c2ccccc2OC)SCC3)cc1,-0.5,62,4%,i,8%,6%,-0.1%,7%,10%,5%
O=C(CCCC(=O)OCC(=O)NC1CCCC1)Nc1ccccn1,-0.9,63,2%,i,-4%,1%,0.0%,0%,4%,-15%
CCCCNc1c2c3c(cccc3n(C)c1=O)C(=O)c1ccccc1-2,-2.3,42,?,i,27%,1%,-0.1%,?,9%,?
CCCCNC(=O)C(=O)NCCCn1ccnc1,-0.4,35,-11%,i,28%,9%,0.7%,10%,1%,-8%
CC(C)(C)c1ccc(C(=O)Nc2cccnc2)cc1,0.7,65,10%,·,8%,5%,-0.1%,-8%,1%,-6%
CC(C)C(=O)N(Cc1cc2ccccc2[nH]c1=O)C(C)C,2.0,70,11%,i,-7%,6%,0.1%,16%,3%,-1%
O=C(NCc1ccc(Cl)cc1)C1CCN(S(=O)(=O)c2cccs2)CC1,2.6,42,-12%,·,-3%,3%,0.1%,3%,16%,-7%
Cc1cccc2cc(COC(=O)C(C)(C)C)c(=O)[nH]c12,1.7,50,-5%,i,4%,3%,0.2%,-10%,10%,-9%
Cc1cc(Cl)ccc1OCC(=O)N1C(C)CCCC1C (stereo unspecified),2.0,47,-9%,i,-2%,9%,-0.2%,-23%,1%,1%
COc1ccc(NC(=O)/C(C#N)=C/c2ccc(-c3ccccc3C(=O)O)o2)cc1,1.4,61,-9%,·,-2%,8%,-0.1%,10%,14%,6%
O=C(CSc1nc(-c2ccccc2Cl)ns1)NCc1ccc2c(c1)OCO2,-0.2,49,0%,i,6%,-1%,-0.3%,-4%,3%,4%
Cc1cc(C)c(C(N)=O)c(NCCc2ccccc2)n1,0.4,44,-10%,i,3%,9%,-0.1%,8%,-2%,2%
CCN(CC)c1ccc(C=C2C(=O)OC3(CCCC3)OC2=O)cc1,-2.6,67,7%,i,-6%,14%,0.2%,15%,21%,-47%
CCOC(=O)c1ccc(N2C(=O)C3CC=C(C)CC3C2=O)cc1 (stereo unspecified),-0.1,29,10%,i,0%,1%,-0.1%,-9%,10%,-3%
O=C1c2cccc3cccc(c23)C(=O)N1CC1CCN(CC(O)COCc2ccc3c(c2)OCO3)CC1 (stereo unspecified),1.1,63,-8%,i,5%,13%,-0.4%,8%,2%,2%
CCCn1c(/C=C/c2cc[n+](C)cc2)nc2ccccc21,-0.4,70,2%,·,?,11%,0.2%,0%,18%,?
COc1ccc(OCC(=O)Nc2ccc(NC(=O)c3cccs3)c(OC)c2)cc1,2.0,58,0%,i,-1%,-2%,-0.4%,2%,2%,7%
O=C(c1ccccc1Sc1cccc2ccccc12)N1CCOCC1,-0.8,46,-20%,i,2%,0%,-0.4%,10%,7%,-9%
Cc1c(C(=O)N2CCOCC2)sc(NC(=O)c2ccccc2F)c1C#N,-1.2,39,-14%,·,10%,5%,?,19%,7%,-10%
C=CCNC(=O)CN1CCN(Cc2ccc3c(c2)OCO3)CC1,1.5,71,9%,·,1%,6%,-0.3%,8%,2%,-2%
CCCCCC(=O)N1CCCCC1,-0.9,51,19%,i,9%,6%,-0.1%,5%,0%,-6%
CCC(C)NC(=O)CN(C1CCCCC1)S(C)(=O)=O (stereo unspecified),0.9,47,-9%,i,-3%,1%,0.2%,-4%,10%,-5%
COc1ccc(CCN(C)C(=O)CCNC(=O)c2ccc(Br)cc2)cc1OC,0.1,62,5%,·,7%,7%,-0.1%,21%,11%,-7%
COc1ccccc1OCCNC(=O)CSC(=S)N1CCCC1,1.8,56,·,·,·,7%,·,·,11%,-6%
O=C(CSc1ccccc1F)OCC(=O)N1CCN(C(=O)c2ccco2)CC1,0.4,55,·,·,·,8%,·,·,27%,-3%
COc1ccc(N(Cc2cc3cc(OC)ccc3[nH]c2=O)C(=O)c2cccnc2)cc1,-0.4,48,-5%,i,10%,4%,-0.2%,-5%,-5%,2%
Cc1ccc(OCC(=O)Nc2ccc3c(c2)OCO3)c(C)c1,6.7,52,4%,i,11%,5%,0.3%,7%,3%,-8%
CC(=O)Nc1ccc(S(=O)(=O)N2CCC(NC(=O)C(Cc3ccccc3F)NC(C)=O)CC2)cc1 (stereo unspecified),-0.1,40,3%,·,18%,6%,-0.1%,-10%,·,-2%
CCOc1cc(/C=N\NC(=O)CN2CCOCC2)ccc1OCc1ccc(F)cc1,0.1,65,-4%,i,-2%,3%,-0.3%,16%,2%,-1%
CC(=O)Nc1ccc(NC(=O)CCn2cnnn2)cc1,-1.6,51,-12%,i,8%,-1%,0.3%,5%,6%,4%
O=C(NCCc1ccc(Cl)cc1)c1cccnc1,-1.4,88,-5%,i,24%,5%,-0.1%,-6%,8%,2%
CN1C(=O)CC(c2ccco2)Sc2ccccc21 (stereo unspecified),0.8,83,3%,i,11%,0%,-0.1%,14%,12%,-2%
O=C(CN1C(=O)c2ccccc2S1(=O)=O)N1CCCCC1,-0.2,65,-6%,·,13%,4%,0.5%,7%,3%,2%
CSc1ncccc1C(=O)OCC(=O)c1ccc(Br)s1,0.4,91,6%,i,14%,16%,-0.2%,-2%,9%,-5%
COc1ccc2c(c1OC)C(=O)N1C2SC(C)(C)[C@H]1C(=O)NC(C)C (stereo partly specified),-1.0,91,-10%,·,4%,-5%,-0.1%,0%,0%,-6%
CCCOC(=O)c1c(NC(=O)C2C3C=CC(C3)C2C(=O)O)sc2c1CCC(C)C2 (stereo unspecified),0.8,50,2%,i,10%,18%,-0.1%,2%,·,50µM*
CC(=O)c1ccc(OCC(=O)Nc2ccccc2N2CCCC2)cc1,0.7,50,-2%,·,-1%,8%,-0.1%,-6%,-7%,1%
CCCOc1ccccc1-c1nc2c([nH]1)c(=O)[nH]c(=O)n2C,0.6,49,5%,i,0%,-12%,-0.1%,7%,6%,8%
O=c1c2ccccc2nc(-c2cccs2)n1-c1cccc2ccccc12,12,56,0%,i,5%,6%,0.4%,-6%,-1%,-8%
CCSc1nc(C2CC2)cc(-c2ccco2)c1C#N,7.1,38,6%,i,-4%,14%,-0.1%,3%,16%,-5%

# Bioassay records: PubChem BioAssay, several laboratories
